FN deposition inh = inhibitors of fibronectin matrix deposition, primary screen, AH1F cells, Alexa488-fibronectin fluorescence, plate reader | AH1F fibroblasts, overnight | inhibition, % at 12.6 µM | 350,000 compounds, 0.086% hits | AID 743247, 2014;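 active means mean inhibition across replicates of 30% or more, regardless of how many single replicates reach that level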;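 further: positive control wells lacked labelled fibronectin entirely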
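Material: AH1F fibroblasts assembling fluorescent fibronectin matrix; amount: 10000 AH1F cells/well; medium: DMEM, 2% serum; reagent: Alexa488-fibronectin, 24 nM final in well; dosing: single compound dose, delivered by pin transfer; incubation: 1 h adhesion, overnight exposure; detection: fluorescence after three HBSS washes, excitation 485 nm, emission 525 nm; measure: fibronectin deposition inhibition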
PAX8 reporter = inhibitors of PAX8-driven TPO luciferase reporter, primary screen, RMG-I cells, single concentration. SteadyGlo, 24 h. inhibition, % at 12.6 µM. 360,000 compounds, 1.2% hits. AID 652154, 2013;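 active means mean replicate inhibition at least 60% with every replicate also reaching 60%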;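 further: luciferase light reporting Pax8 driven TPO promoter activity; plate controls were median of neutral control wells for no effect and mitoxantrone controls for full effect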
PglD DTNB = C. jejuni PglD acetyltransferase inhibitors, primary screen, biochemical, DTNB colorimetric, single point. purified PglD enzyme, DTNB colorimetric CoA detection. inhibition, % at 12.5 µM. UDP-N-acetylbacillosamine N-acetyltransferase PglD (Campylobacter jejuni). 360,000 compounds, 0.098% hits. AID 602405, 2012; in the data active means inhibition above about 16%, passing the limit was not always enough; further: strong numbers were not always called active
LGR2 inh = inhibitors of bursicon-induced LGR2 CRE-luciferase signal, primary screen, cell-based, HEK293, CRE-luciferase reporter, bursicon stimulation; bursicon-stimulated, 4 h; inhibition, % at 9.99 µM; 380,000 compounds, 0.35% hits; AID 720647, 2013;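 active means drop in luminescence signal, shown as inhibition above about 50% in the replicate tests, limit read from the data, passing the limit was not always enough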;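 further: agonist challenge used bursicon conditioned medium at about half maximal strength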
PGC1a acetyl inh = inhibitors of PGC1a acetylation signal, primary screen, cell-based, U2OS, AlphaScreen, inhibitor mode. inhibition, % at 15.6 µM. 350,000 compounds, 0.17% hits. AlphaScreen anti-acetyl-lysine; with virally co-expressed GCN5 acetyltransferase. AID 651687, 2012;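 active means every replicate shows inhibition of at least 40%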;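 further: 0% = neutral control wells and 100% = positive control wells; some results beyond the cut were filed as inactive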
EWS-Fli inh = EWS/Fli-driven NR0B1 reporter inhibitors, primary screen, A673 cells, NR0B1 luciferase, luminescence, MLPCN library | inhibition, % at 12.6 µM | 350,000 compounds, 0.67% hits | viability-normalised;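 active means mean inhibition of at least 50% after viability correction, with every replicate also passing that limit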;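 further: firefly luciferase signal divided by Alamar Blue viability fluorescence both relative to DMSO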
S100A4 MyoIIA = inhibitors of S100A4-myosin IIA peptide binding, primary screen, biochemical, fluorescence polarization, TAMRA-MyoIIA peptide; Protein S100-A4 (Homo sapiens), P26447; inhibition, % at 10.7 µM; 360,000 compounds, 0.14% hits; AID 652163, 2013;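 active means mean inhibition of at least 70% across replicates, with every replicate also reaching that level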
Target sequence (P26447 whole entry, looked up): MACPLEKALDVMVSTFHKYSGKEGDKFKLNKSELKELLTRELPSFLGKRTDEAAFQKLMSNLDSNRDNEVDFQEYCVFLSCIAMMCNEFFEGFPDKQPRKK
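Material: S100A4 monomer protein | Medium: HEPES pH 7.2 with CaCl2, KCl, NaCl, DTT, Triton | Reagent: Labelled myosin peptide probe, 5 nM | Doses: One dose per compound | Times: 5 min incubation before reading | Benchmarks: Neutral control DMSO, positive control TFP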
ERAP1 inh = human ERAP1 aminopeptidase inhibitors, primary screen, biochemical, single point, plate reader | Endoplasmic reticulum aminopeptidase 1 (Homo sapiens), Q9NZ08 | recombinant ERAP1, Leu-AMC fluorescence, 60 min | inhibition, % at 10.7 µM | 340,000 compounds, 0.15% hits | AID 652197, 2013;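 active means mean replicate inhibition of at least 30%, or all replicates individually reaching that 30% level; inactive means mean below 30% and not every replicate reaching it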;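 further: 0% = neutral control wells and 100% = L-leucinethiol positive control wells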
Target sequence (Q9NZ08 whole entry, looked up): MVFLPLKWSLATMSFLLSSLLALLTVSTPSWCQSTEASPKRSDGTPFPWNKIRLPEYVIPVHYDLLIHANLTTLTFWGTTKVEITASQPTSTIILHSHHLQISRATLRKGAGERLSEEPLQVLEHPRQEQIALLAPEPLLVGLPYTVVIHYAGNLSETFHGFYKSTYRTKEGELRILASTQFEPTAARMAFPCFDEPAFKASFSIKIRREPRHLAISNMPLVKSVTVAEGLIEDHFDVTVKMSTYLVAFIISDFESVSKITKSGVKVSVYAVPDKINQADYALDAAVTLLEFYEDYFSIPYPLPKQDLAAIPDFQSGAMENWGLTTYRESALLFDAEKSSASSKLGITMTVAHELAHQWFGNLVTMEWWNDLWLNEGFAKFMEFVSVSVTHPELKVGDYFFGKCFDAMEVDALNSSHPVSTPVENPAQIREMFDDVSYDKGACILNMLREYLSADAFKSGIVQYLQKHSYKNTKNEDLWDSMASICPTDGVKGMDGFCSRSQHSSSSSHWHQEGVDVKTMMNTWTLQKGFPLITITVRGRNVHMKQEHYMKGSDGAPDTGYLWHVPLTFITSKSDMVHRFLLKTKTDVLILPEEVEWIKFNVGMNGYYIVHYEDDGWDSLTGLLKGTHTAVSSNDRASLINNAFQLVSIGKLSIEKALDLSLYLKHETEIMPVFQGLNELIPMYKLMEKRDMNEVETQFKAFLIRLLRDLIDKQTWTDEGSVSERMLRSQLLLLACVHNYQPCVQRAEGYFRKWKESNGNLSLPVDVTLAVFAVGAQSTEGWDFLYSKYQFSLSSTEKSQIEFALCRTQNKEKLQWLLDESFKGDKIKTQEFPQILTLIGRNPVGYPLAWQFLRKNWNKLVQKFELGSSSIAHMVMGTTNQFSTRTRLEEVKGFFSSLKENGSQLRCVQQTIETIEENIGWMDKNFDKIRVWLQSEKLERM
An asterisk follows results filed as active; & = joins results of further samples.

Results for COc1cc(OC)cc(-c2c(C#Cc3ccsc3)c3cc(-c4ccccc4OC)ccc3n2C)c1 ?
FN deposition inh: 1; PAX8 reporter: 13; PglD DTNB: 2; LGR2 inh: 33; PGC1a acetyl inh: -5; EWS-Fli inh: -1; S100A4 MyoIIA: 12; ERAP1 inh: -2

What do the screens show for `O=C(NC1CCCCC1)C(C1CC1)n1c(=O)c(-c2cc3ccccc3[nH]2)nc2ccccc21` (centres undefined)?
FN deposition inh: 2; PAX8 reporter: 23; LGR2 inh: 3; EWS-Fli inh: 12; S100A4 MyoIIA: 0; ERAP1 inh: -3

How did Cc1noc(C)c1CSc1ccc(Br)cc1 do in these assays?
PglD DTNB: 2; LGR2 inh: 3; PGC1a acetyl inh: 1; EWS-Fli inh: -1; S100A4 MyoIIA: -2; ERAP1 inh: 2

How did O=C(COC(=O)c1ccccc1Br)Nc1cc(S(=O)(=O)N2CCOCC2)ccc1N1CCCC1 do in these assays?
FN deposition inh: -2; PAX8 reporter: 17; LGR2 inh: 13; EWS-Fli inh: -6; S100A4 MyoIIA: 1; ERAP1 inh: 3

How did O=C(CCSCc1ccccc1Cl)N1CCN(c2ccccn2)CC1 do in these assays?
FN deposition inh: 3; PglD DTNB: -1; LGR2 inh: -28; PGC1a acetyl inh: -1

How did Cc1noc(C)c1COC(=O)c1cc2c3ccccc3n(C)c2s1 do in these assays?
FN deposition inh: 5; PAX8 reporter: -8; PglD DTNB: 2; LGR2 inh: -7; PGC1a acetyl inh: -14; S100A4 MyoIIA: -3; ERAP1 inh: 2

Results for C[C@H](NC(=O)C[C@H]1CC[C@H](NC(=O)C2CCOCC2)[C@H](CO)O1)c1ccccc1 ?
FN deposition inh: 2; PAX8 reporter: -13; PglD DTNB: -2; LGR2 inh: 4; PGC1a acetyl inh: -2; EWS-Fli inh: -4; S100A4 MyoIIA: 0; ERAP1 inh: 2

How did O=C(CNc1ccc2ccccc2c1)N/N=C/c1ccccn1 do in these assays?
FN deposition inh: 1; PAX8 reporter: 22; PglD DTNB: 5; LGR2 inh: 12; PGC1a acetyl inh: 27; EWS-Fli inh: 10; S100A4 MyoIIA: -11

Results for CCc1ccc(/C=C2/SC(=S)N(CCC(=O)Nc3ccc(C(=O)O)cc3)C2=O)cc1 ?
FN deposition inh: 7; PglD DTNB: -7; LGR2 inh: 6; EWS-Fli inh: -46; S100A4 MyoIIA: 6; ERAP1 inh: 2

How did CC(=O)N(C[C@H]1N[C@H](CO)[C@@H]1c1ccc(-c2cccnc2)cc1)C1CCCC1 do in these assays?
FN deposition inh: -6; PAX8 reporter: 11&15; PglD DTNB: -35&2; LGR2 inh: 0; PGC1a acetyl inh: -19&-12; EWS-Fli inh: 1&-3; S100A4 MyoIIA: -8&-4; ERAP1 inh: -2&-1

What do the screens show for `COc1cc(CN2CCN(C(=O)c3ccccc3F)CC2)cc(OC)c1OC`?
FN deposition inh: -15; PAX8 reporter: 3; PglD DTNB: -1; LGR2 inh: -3; PGC1a acetyl inh: 3; EWS-Fli inh: 11; S100A4 MyoIIA: 3; ERAP1 inh: -1

Results for CC1CCN(c2c(NCC3CCC(C(=O)NCCc4ccccc4)CC3)c(=O)c2=O)CC1 (centres undefined) ?
FN deposition inh: -6; PAX8 reporter: 11; PglD DTNB: -5; LGR2 inh: 11; PGC1a acetyl inh: 15; EWS-Fli inh: 3; S100A4 MyoIIA: -7; ERAP1 inh: 0

What do the screens show for `CNC(=O)C1CCC(=O)N1Cc1c[nH]c2ccccc12` (centres undefined)?
FN deposition inh: 4; PAX8 reporter: 13; LGR2 inh: -5; EWS-Fli inh: 3; S100A4 MyoIIA: -3; ERAP1 inh: 2

What do the screens show for `COc1cccc(NC(=O)CSc2ncnc3c2oc2ccccc23)c1`?
FN deposition inh: -4; PAX8 reporter: 15; PglD DTNB: 3; LGR2 inh: -10; PGC1a acetyl inh: 0; EWS-Fli inh: -4; S100A4 MyoIIA: 0

How did Cc1cc[n+](CC(=O)c2cc3ccccc3oc2=O)cc1 do in these assays?
FN deposition inh: 5; PAX8 reporter: 18; PglD DTNB: -4; LGR2 inh: 8; PGC1a acetyl inh: 8; EWS-Fli inh: -57; S100A4 MyoIIA: -4; ERAP1 inh: 0

What do the screens show for `C[C@@H]1CCCCO[C@@H](CN(C)S(=O)(=O)c2ccc(F)cc2)[C@@H](C)CN([C@H](C)CO)C(=O)c2cc(NC(=O)c3ccccc3)ccc2O1`?
FN deposition inh: 0&-5; PAX8 reporter: 14&-8; PglD DTNB: -2&-1; LGR2 inh: 15; PGC1a acetyl inh: 6; EWS-Fli inh: 19&3; S100A4 MyoIIA: -3&2; ERAP1 inh: -1&0

What do the screens show for `Cc1ccc(CN2CC(N3CC=CC3)CS2(=O)=O)cc1` (centres undefined)?
FN deposition inh: -1; PAX8 reporter: -7; PglD DTNB: 1; LGR2 inh: -3; PGC1a acetyl inh: -10; EWS-Fli inh: -7; S100A4 MyoIIA: -2; ERAP1 inh: 3

Results for O=C(Cc1ccccc1)N/N=C/c1ccc(-c2ccc([N+](=O)[O-])cc2)o1 ?
FN deposition inh: 3; PAX8 reporter: 3; PglD DTNB: -24; LGR2 inh: 10; PGC1a acetyl inh: -3

Results for O=C(C[C@H]1CC[C@H]2[C@@H](COC[C@H](O)CN2Cc2cccc(Cl)c2)O1)N1CCOCC1 ?
FN deposition inh: 2; PAX8 reporter: 14; PglD DTNB: 0; LGR2 inh: -13; PGC1a acetyl inh: 2; EWS-Fli inh: 0; S100A4 MyoIIA: 8; ERAP1 inh: -1

What do the screens show for `CCOC(=O)N1CCN(C(=O)/C=C/c2ccc(OC)cc2)CC1`?
FN deposition inh: -7; PAX8 reporter: -6; PglD DTNB: -2; LGR2 inh: 12; PGC1a acetyl inh: -1; EWS-Fli inh: -3; S100A4 MyoIIA: -3; ERAP1 inh: -1

Results for O=[N+]([O-])c1cccc(S(=O)(=O)NCc2ccccn2)c1 ?
FN deposition inh: -11; PAX8 reporter: 17; PglD DTNB: -2; LGR2 inh: -10; PGC1a acetyl inh: 0; EWS-Fli inh: -1; S100A4 MyoIIA: 4; ERAP1 inh: -1

What do the screens show for `CCN(CC)C(=O)CSc1nnc(-c2ccccn2)n1-c1ccccc1OC`?
FN deposition inh: -1; PAX8 reporter: 10; PglD DTNB: 1; LGR2 inh: 1; PGC1a acetyl inh: 2; EWS-Fli inh: -8; S100A4 MyoIIA: 0; ERAP1 inh: 0

How did CC(C)C[C@H]1CN(CCCC[C@@H]2CNC(=O)C(=O)N2CCc2ccccc2)C(=O)C(=O)N1CCc1ccccc1 do in these assays?
FN deposition inh: -3; PAX8 reporter: 6; LGR2 inh: -1; EWS-Fli inh: 7; S100A4 MyoIIA: 2; ERAP1 inh: 0

What do the screens show for `O=C(C[C@H]1CC[C@H]2[C@@H](COC[C@@H](O)CN2Cc2nccs2)O1)NCc1ccc(Oc2ccccc2)cc1`?
FN deposition inh: 1; PglD DTNB: -1; LGR2 inh: 7; PGC1a acetyl inh: -5; S100A4 MyoIIA: 2; ERAP1 inh: -1

What do the screens show for `COc1ccc2c3c([nH]c2c1)[C@H](CO)N(C(=O)C1CC1)CC31CN(Cc2nccs2)C1`?
PAX8 reporter: -2; LGR2 inh: -25; EWS-Fli inh: -4; S100A4 MyoIIA: -3; ERAP1 inh: 3

Results for Cc1ccc(C(=O)NC2CC3CCC(C2)N3C)cc1 (centres undefined) ?
FN deposition inh: -20; PAX8 reporter: -10; PglD DTNB: -5; LGR2 inh: -8; PGC1a acetyl inh: 14; EWS-Fli inh: 3; S100A4 MyoIIA: 0; ERAP1 inh: -1

Results for CC1(c2cccc(Br)c2)NC(=O)NC1=O (centres undefined) ?
FN deposition inh: 0; PAX8 reporter: 8; PglD DTNB: 7; LGR2 inh: -10; PGC1a acetyl inh: -15; EWS-Fli inh: -3; S100A4 MyoIIA: 25; ERAP1 inh: -5

How did O=C(C[C@@H]1CC[C@H]2[C@@H](COC[C@H](O)CN2C(=O)c2ccccn2)O1)NC1CCC1 do in these assays?
FN deposition inh: -5; PglD DTNB: 3; LGR2 inh: -3; PGC1a acetyl inh: 4; S100A4 MyoIIA: 17; ERAP1 inh: 2

Results for CCOc1ccc(C(C)=O)cc1Cn1c(=O)oc2ccccc21 ?
FN deposition inh: 5; PAX8 reporter: -2; PglD DTNB: -5; LGR2 inh: 2; PGC1a acetyl inh: -3; EWS-Fli inh: -11; S100A4 MyoIIA: -5; ERAP1 inh: -1

What do the screens show for `COc1ccccc1-c1ccc2c(c1)[C@@H]1[C@@H](CCN1C(=O)C1CC1)[C@@H](CO)N2`?
PAX8 reporter: 26; PglD DTNB: 0; PGC1a acetyl inh: -1; EWS-Fli inh: -2; S100A4 MyoIIA: -4; ERAP1 inh: 0

What do the screens show for `CC(OC(=O)Cc1n[nH]c(=O)c2ccccc12)C(=O)Nc1cc(Cl)cc(Cl)c1` (centres undefined)?
PAX8 reporter: -11; PglD DTNB: 0; LGR2 inh: 21; PGC1a acetyl inh: -7; EWS-Fli inh: 5; S100A4 MyoIIA: -4; ERAP1 inh: 1

What do the screens show for `CCNC(=O)C[C@@H]1CC[C@@H]2[C@H](COC[C@@H](O)CN2C(=O)Nc2ccc3c(c2)OCO3)O1`?
FN deposition inh: -5; PAX8 reporter: 1; PglD DTNB: 1; LGR2 inh: -21; PGC1a acetyl inh: 1; EWS-Fli inh: -4; S100A4 MyoIIA: -12; ERAP1 inh: 0

Results for Cc1oc2c(CN3CCCC(C)C3)c(O)ccc2c(=O)c1-c1ccccc1 (centres undefined) ?
FN deposition inh: 2; PAX8 reporter: 15; PglD DTNB: 11; LGR2 inh: -16; EWS-Fli inh: 1; S100A4 MyoIIA: -23; ERAP1 inh: 4

How did CCSc1nnc2nc(C)cc(C)n12 do in these assays?
FN deposition inh: -7; PAX8 reporter: -5; PglD DTNB: 2; PGC1a acetyl inh: 7

How did O=C(c1cc2ccccc2o1)N1CCCCCC1 do in these assays?
FN deposition inh: 12; PAX8 reporter: -127; PglD DTNB: -2; PGC1a acetyl inh: -17

Results for CCCCN(C(=O)c1cc(Cl)nc2ccccc12)c1c(N)n(Cc2ccccc2)c(=O)[nH]c1=O ?
FN deposition inh: 2; PglD DTNB: 3; LGR2 inh: 9; PGC1a acetyl inh: 0; EWS-Fli inh: 7; S100A4 MyoIIA: -3; ERAP1 inh: 1

3 entries out of the list, ordered by count of non-hydrogen atoms, ascending.
How did O=C(c1cc2ccccc2o1)N1CCCCCC1 do in these assays?
FN deposition inh: 12; PAX8 reporter: -127; PglD DTNB: -2; PGC1a acetyl inh: -17

Results for Cc1oc2c(CN3CCCC(C)C3)c(O)ccc2c(=O)c1-c1ccccc1 (centres undefined) ?
FN deposition inh: 2; PAX8 reporter: 15; PglD DTNB: 11; LGR2 inh: -16; EWS-Fli inh: 1; S100A4 MyoIIA: -23; ERAP1 inh: 4

How did O=C(C[C@@H]1CC[C@H]2[C@@H](COC[C@H](O)CN2C(=O)c2ccccn2)O1)NC1CCC1 do in these assays?
FN deposition inh: -5; PglD DTNB: 3; LGR2 inh: -3; PGC1a acetyl inh: 4; S100A4 MyoIIA: 17; ERAP1 inh: 2

Source: PubChem

Random draw from the library. About 2.1% of those tested had a hit in this group.
